WRN helicase inh – qHTS for Inhibitors of WRN Helicase; WRN helicase unwinding, fluorescent forked duplex, kinetic; Bifunctional 3'-5' exonuclease/ATP-dependent helicase WRN (Homo sapiens), Q14191; actives 0.46% (n = 360,000); Potency, µM (top dose mostly 114 µM), for inactives: at the highest dose activity change, negative = inhibition, hits mostly inhibitors; AID 651768, 2012; note: potency is the fitted concentration of half-maximal effect; % is set by controls: 0 for no effect and ±100 for the full control effect; nearly all actives have a fitted effect of over 55% in size
Target sequence (Q14191 whole entry, looked up): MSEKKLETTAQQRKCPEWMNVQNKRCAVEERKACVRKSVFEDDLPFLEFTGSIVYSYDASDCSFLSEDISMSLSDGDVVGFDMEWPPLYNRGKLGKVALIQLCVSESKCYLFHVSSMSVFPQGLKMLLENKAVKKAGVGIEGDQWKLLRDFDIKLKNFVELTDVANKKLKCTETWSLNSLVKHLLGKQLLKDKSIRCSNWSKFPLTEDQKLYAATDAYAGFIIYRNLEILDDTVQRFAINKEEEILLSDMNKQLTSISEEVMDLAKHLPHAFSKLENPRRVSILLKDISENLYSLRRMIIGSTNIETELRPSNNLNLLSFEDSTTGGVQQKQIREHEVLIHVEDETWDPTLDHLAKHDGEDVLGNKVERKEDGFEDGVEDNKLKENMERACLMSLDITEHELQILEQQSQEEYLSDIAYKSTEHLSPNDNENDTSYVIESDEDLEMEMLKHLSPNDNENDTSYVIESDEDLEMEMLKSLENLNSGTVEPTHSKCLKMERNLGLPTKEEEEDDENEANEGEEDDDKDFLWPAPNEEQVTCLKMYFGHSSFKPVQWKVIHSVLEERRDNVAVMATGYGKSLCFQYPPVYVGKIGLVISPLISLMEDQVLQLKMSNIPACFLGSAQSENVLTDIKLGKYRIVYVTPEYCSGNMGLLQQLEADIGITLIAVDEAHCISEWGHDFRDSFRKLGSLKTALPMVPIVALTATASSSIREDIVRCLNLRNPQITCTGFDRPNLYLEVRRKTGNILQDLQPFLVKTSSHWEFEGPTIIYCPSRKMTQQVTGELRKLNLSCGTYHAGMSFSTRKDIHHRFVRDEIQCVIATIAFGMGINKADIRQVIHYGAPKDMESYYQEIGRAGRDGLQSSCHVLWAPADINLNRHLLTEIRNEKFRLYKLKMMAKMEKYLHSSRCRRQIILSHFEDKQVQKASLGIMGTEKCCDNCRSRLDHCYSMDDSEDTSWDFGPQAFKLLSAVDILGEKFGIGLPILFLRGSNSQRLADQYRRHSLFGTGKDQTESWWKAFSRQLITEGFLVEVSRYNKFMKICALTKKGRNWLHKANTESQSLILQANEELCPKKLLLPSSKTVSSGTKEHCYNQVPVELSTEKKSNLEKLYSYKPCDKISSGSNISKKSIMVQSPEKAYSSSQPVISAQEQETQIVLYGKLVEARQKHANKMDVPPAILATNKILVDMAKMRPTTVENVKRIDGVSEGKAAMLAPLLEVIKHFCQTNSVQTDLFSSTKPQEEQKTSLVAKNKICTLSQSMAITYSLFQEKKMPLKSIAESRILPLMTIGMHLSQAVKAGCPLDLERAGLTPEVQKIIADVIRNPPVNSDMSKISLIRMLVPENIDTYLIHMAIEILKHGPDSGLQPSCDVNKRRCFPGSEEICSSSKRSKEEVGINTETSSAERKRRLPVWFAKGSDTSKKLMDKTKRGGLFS
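WRN at 20 nM final was preincubated with compound for 15 min at room temperature; reaction started with 100 nM forked duplex oligonucleotide carrying fluorophore and quencher plus 2 mM ATP (final). Unwinding followed kinetically by red fluorescence (ex 525/em 598 nm).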
ATXN2 expr inh – Primary qHTS for Inhibitors of ATXN expression | HEK-293 ATXN2-luciferase reporter, luminescence, 24 h | Potency, µM (series often up to 57 µM), for inactives: at the highest dose activity change, negative = inhibition, actives largely listed as inhibitors | actives 0.72% (n = 360,000) | AID 1745845, 2022; note: potency is the fitted concentration of half-maximal effect; % is set by controls: 0 for no effect and ±100 for the full control effect; nearly all actives have a fitted effect of over 55% in size
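ATXN2-luciferase reporter cells (luciferase flanked by upstream and downstream ATXN2 gene portions) were treated 24 h at 37 °C with compounds at up to 57 uM. SteadyGlo luminescence gave expression; GF-AFC fluorescence gave viability.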
MCF10A rerep – A quantitative high throughput screen for small molecules that induce DNA re-replication in MCF 10a normal breast cells; MCF 10A DNA re-replication, Hoechst nuclear intensity, 48 h; Potency, µM (top dose mostly 46.1 µM), inactives show at the top dose activity, positive = re-replication, most hits filed as activators; actives 2.9% (n = 350,000); note: potency is the fitted concentration of half-maximal effect; % of control where 0% means no effect; nearly all actives have a fitted effect of over 50% in size
KB-3-1 tox – qHTS assay for MDR1-selective chemotherapeutics: Primary screen using the parental adenocarcinoma cell KB-3-1. actives 1.4% (n = 400,000). Potency, µM (doses to about 46.1 µM), inactives show top-dose activity change, negative = cytotoxic, usual class: cytotoxic. KB-3-1 viability, CellTiter-Glo ATP luminescence, 72 h; note: potency is the fitted concentration of half-maximal effect; % is set by controls: 0 for no effect and ±100 for the full control effect; nearly all actives have a fitted effect of over 60% in size
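Multi-concentration cytotoxicity screen in KB-3-1 cells grown in DMEM lacking phenol red with 10% FBS. After 72 h at 37 °C with compound, ATP-dependent luminescence was recorded.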
SW480 rerep – A quantitative high throughput screen for small molecules that induce DNA re-replication in SW480 colon adenocarcinoma cells; SW480 DNA re-replication, Hoechst DNA content imaging, 48 h; Potency, µM (series often up to 46.1 µM), inactives show at the highest dose re-replication activation, most hits filed as activators; actives 1.8% (n = 340,000); note: potency is the fitted concentration of half-maximal effect; % of control where 0% means no effect; nearly all actives have a fitted effect of over 55% in size
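First, 250 cells per well were seeded. Next, compound or vehicle (23 nL) was pinned in, plates sat 48 hr at 37 C. Finally Hoechst was added for 40 min before fluorescence scanning.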
HT1080 IDH1KD tx – qHTS for induction of synthetic lethality in tumor cells producing 2HG: qHTS for the HT-1080-IDH1KD cell line; HT-1080 IDH1 knockdown viability, ATP luminescence, 48 h; actives 2% (n = 360,000); Potency, µM (doses to about 46.1 µM), inactives show at the top dose activity, negative = toxicity, usual class: cytotoxic;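 note: potency is the fitted concentration of half-maximal effect; 0% = DMSO wells and -100% = cell-free medium wells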
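Luminescent ATP read-out (CellTiter-Glo, 10 min at room temperature) after 48 h compound exposure at 37 °C gave viability of IDH1-knockdown HT-1080 cells. Activity was normalised to DMSO and cell-free wells, then fitted as concentration-response curves.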
IL1B secr inh – qHTS for Inhibitors of Inflammasome Signaling: IL-1-beta AlphaLISA Primary Screen. actives 4.7% (n = 360,000). THP-1 LPS/ATP IL-1B secretion, AlphaLISA, 16 h; active compounds read low. activity change, % at 57.5 µM; in the data active = activity change below about -50%; inconclusive = mostly about -30% to -49%; note: % is set by controls: 0 for no effect and ±100 for the full control effect
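Secreted IL-1B measured by AlphaLISA bead assay after 16 h compound exposure of THP-1 cells; compounds (final up to 57.5 uM) added 1 h before LPS (250 ng/mL) and ATP (1.25 mM) stimulation; lower signal means less secretion.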
HT1080-NT tox – qHTS for induction of synthetic lethality in tumor cells producing 2HG: qHTS for the HT-1080-NT fibrosarcoma cell line; HT-1080-NT fibrosarcoma viability, CellTiter-Glo ATP luminescence, 48 h; Potency, µM (highest dose often 46.1 µM), inactives show top-dose activity, negative = less viability, most hits filed as cytotoxic; actives 1.6% (n = 360,000);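 note: NT is the 2HG producing partner of a matched IDH1 knockdown line; potency is the fitted concentration of half-maximal effect; 0% = DMSO-treated cells and -100% = media-only wells without cells; nearly all actives have a fitted effect of over 55% in size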
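Viability by CellTiter-Glo luminescence after 48 h compound exposure at 37C of HT-1080-NT cells (750/well, RPMI, 5% FBS). % activity scaled between DMSO wells and medium-only wells, then curve-fitted and categorized by curve class.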
KB-V1 cytotox – qHTS assay for MDR1-selective chemotherapeutics: Primary screen using the drug-selected MDR subline cells KB-V1 | KB-V1 MDR cells viability, CellTiter-Glo, 72 h | Potency, µM (doses to about 46.1 µM), inactives show at the highest dose activity change, negative = cytotoxicity, hits mostly cytotoxic | actives 3.4% (n = 400,000) | AID 1347076, 2019; note: potency is the fitted concentration of half-maximal effect; % is set by controls: 0 for no effect and ±100 for the full control effect; nearly all actives have a fitted effect of over 60% in size
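Potencies derive from concentration-effect curves fitted to normalized luminescence (CellTiter-Glo) of KB-V1 cells treated for 72 h at 37 degrees C in phenol-red-free DMEM containing 10% FBS.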
Numbers without * were called inactive; [ ] = dose if it differs, or a comment. Unless noted, calls come from the whole dose curve; as a rule, active = well fitted curve in the direction sought with a large enough effect; inconclusive = small, poorly fitted or top-dose-only effect, or another doubt; inactive = no such curve, though single readings can be large; an effect the other way counts as inactive or inconclusive.

What do the screens show for `O=C(CCN1C(=O)c2ccccc2C1=O)NCc1ccco1`?
WRN helicase inh: -11.6%; ATXN2 expr inh: 2.1%; MCF10A rerep: -5.7%; KB-3-1 tox: -1.9%; SW480 rerep: -3.8%; HT1080 IDH1KD tx: -5.8%; IL1B secr inh: -5.3; HT1080-NT tox: -2.7%; KB-V1 cytotox: -0.6%

How did CN(CC(=O)Nc1ccc(F)cc1)C(=O)COC(=O)c1ccc(=O)n(Cc2ccccc2)n1 do in these assays?
WRN helicase inh: -5.2%; ATXN2 expr inh: -15.1%; MCF10A rerep: 0.4%; KB-3-1 tox: -5.2%; SW480 rerep: -26.3%; HT1080 IDH1KD tx: 0.3%; IL1B secr inh: 25.7; HT1080-NT tox: 0.8%; KB-V1 cytotox: 3.0%

Results for COc1ccc(C(=O)NCc2nnc(SCC(=O)N3CCCC3)o2)cc1OC ?
WRN helicase inh: -29.7%; ATXN2 expr inh: 6.7%; MCF10A rerep: -5.1%; SW480 rerep: 3.9%; HT1080 IDH1KD tx: 14.0%; IL1B secr inh: -55.4*; HT1080-NT tox: 5.6%

How did O=C(c1ccncc1)N1CCN(S(=O)(=O)c2cc(C(F)(F)F)cc(C(F)(F)F)c2)CC1 do in these assays?
WRN helicase inh: -8.0%; ATXN2 expr inh: 4.1%; MCF10A rerep: inconclusive; KB-3-1 tox: 0.7%; SW480 rerep: 84.1%; HT1080 IDH1KD tx: -17.6%; IL1B secr inh: 20.0; HT1080-NT tox: inconclusive; KB-V1 cytotox: -0.4%

How did CCn1c(N2CCN(S(=O)(=O)c3ccc(F)cc3)CC2)nc2ccccc21 do in these assays?
WRN helicase inh: -0.6%; ATXN2 expr inh: -20.3%; MCF10A rerep: 4.7%; KB-3-1 tox: inconclusive; SW480 rerep: -10.0%; HT1080 IDH1KD tx: -15.4%; IL1B secr inh: -58.9*; HT1080-NT tox: -14.4%; KB-V1 cytotox: 11.6µM*

Results for O=C(COc1ccc(Br)cc1)NCCO ?
WRN helicase inh: -2.3%; ATXN2 expr inh: 5.2%; MCF10A rerep: 9.3%; KB-3-1 tox: 1.6%; SW480 rerep: 1.7%; HT1080 IDH1KD tx: -1.4%; IL1B secr inh: -10.7; HT1080-NT tox: 6.9%; KB-V1 cytotox: -2.9%

How did COc1cc(C)cc(C(=O)O)c1C1=C(O)c2cccc(O)c2C(=O)C1=O do in these assays?
WRN helicase inh: inconclusive; ATXN2 expr inh: -9.5%; MCF10A rerep: -3.5%; KB-3-1 tox: 0.0%; SW480 rerep: -3.3%; HT1080 IDH1KD tx: 2.2%; IL1B secr inh: 4.8; HT1080-NT tox: -3.4%; KB-V1 cytotox: 2.1%

Results for Cc1cc(/C=C2\NC(=O)NC2=O)c(C)n1-c1ccc(N2CCOCC2)cc1 ?
WRN helicase inh: 15.8%; ATXN2 expr inh: 4.1%; MCF10A rerep: -1.2%; KB-3-1 tox: -1.7%; SW480 rerep: -136.8%[inhibitor]; HT1080 IDH1KD tx: 20.7%; IL1B secr inh: -6.4; HT1080-NT tox: 17.8%; KB-V1 cytotox: inconclusive

How did Cc1ccc(C(=O)N/C(=C\c2ccccc2)C(=O)OCc2ccccc2)cc1 do in these assays?
WRN helicase inh: -6.5%; ATXN2 expr inh: 56.2%[activator]; MCF10A rerep: 0.1%; KB-3-1 tox: 2.7%; SW480 rerep: -2.8%; HT1080 IDH1KD tx: 12.3%; IL1B secr inh: -50.7*; HT1080-NT tox: -1.3%; KB-V1 cytotox: inconclusive

What do the screens show for `O=C(CN1C(=O)c2cccc3cccc1c23)Nc1ccc(S(=O)(=O)N2CCOCC2)cc1`?
WRN helicase inh: -35.9%[57.1 µM]; ATXN2 expr inh: -17.5%; MCF10A rerep: 13.7%; KB-3-1 tox: 2.2%; SW480 rerep: 2.0%; HT1080 IDH1KD tx: -11.9%; IL1B secr inh: -28.1; HT1080-NT tox: -11.5%; KB-V1 cytotox: -30.9%

What do the screens show for `COc1ccc(CCNC(=O)c2c(O)c3cc(OC)c(OC)cc3[nH]c2=O)cc1OC`?
WRN helicase inh: 6.6%; KB-3-1 tox: -2.6%; HT1080 IDH1KD tx: -4.3%; IL1B secr inh: 14.0; HT1080-NT tox: -3.8%; KB-V1 cytotox: inconclusive

Results for COc1c(O)ccc2cnn(-c3ccccc3C)c(=O)c12 ?
WRN helicase inh: -14.1%; ATXN2 expr inh: 3.0%; MCF10A rerep: 2.1%; KB-3-1 tox: -0.5%; SW480 rerep: -14.3%; HT1080 IDH1KD tx: -0.7%; IL1B secr inh: -1.1; HT1080-NT tox: 0.4%; KB-V1 cytotox: 11.3%

What do the screens show for `COc1cccc(NC(=O)C(Cc2ccccc2)n2cccc2)c1` (stereo not drawn)?
WRN helicase inh: -4.4%; ATXN2 expr inh: 2.1%; MCF10A rerep: 27.6%; KB-3-1 tox: -27.5%; SW480 rerep: -4.1%; HT1080 IDH1KD tx: -22.7%; IL1B secr inh: -73.0*; HT1080-NT tox: 2.6%; KB-V1 cytotox: inconclusive

How did COc1ccc([N+](=O)[O-])cc1NC(=O)C(C)OC(=O)C1CCC1 (stereo not drawn) do in these assays?
WRN helicase inh: -16.0%; ATXN2 expr inh: -13.3%; MCF10A rerep: -0.6%; KB-3-1 tox: -16.4%; SW480 rerep: -5.2%; HT1080 IDH1KD tx: -5.1%; IL1B secr inh: 6.2; HT1080-NT tox: -1.2%; KB-V1 cytotox: -6.0%

What do the screens show for `O=C(NCCc1ccccc1)c1cccc(S(=O)(=O)NCc2ccccc2)c1`?
WRN helicase inh: -7.3%; ATXN2 expr inh: 9.5%; MCF10A rerep: 11.7%; KB-3-1 tox: -2.9%; SW480 rerep: -38.6%[inhibitor]; HT1080 IDH1KD tx: 0.3%; IL1B secr inh: -10.0; HT1080-NT tox: 4.6%; KB-V1 cytotox: -20.8%

How did S=c1[nH]nc(CCc2ccccc2)n1Cc1ccccc1 do in these assays?
WRN helicase inh: -5.5%; ATXN2 expr inh: 3.9%; MCF10A rerep: 13.3%; KB-3-1 tox: 3.7%; SW480 rerep: 0.5%; HT1080 IDH1KD tx: 6.7%; IL1B secr inh: 11.8; HT1080-NT tox: 6.3%; KB-V1 cytotox: -3.1%

What do the screens show for `CCN(CC)CCNC(=O)c1ccc(NC(=O)c2cc(S(=O)(=O)N3CCCCC3)ccc2N2CCOCC2)cc1`?
WRN helicase inh: 9.3%; ATXN2 expr inh: -4.0%; MCF10A rerep: 0.0%; KB-3-1 tox: 5.5%; SW480 rerep: -5.6%; HT1080 IDH1KD tx: 7.1%; IL1B secr inh: 13.6; HT1080-NT tox: 8.8%; KB-V1 cytotox: inconclusive

How did CCOC(=O)c1c(NC(=O)COC(=O)c2nccnc2N)sc2c1CCC2 do in these assays?
WRN helicase inh: -2.0%; ATXN2 expr inh: inconclusive; MCF10A rerep: inconclusive; KB-3-1 tox: 6.3%; SW480 rerep: -16.9%; HT1080 IDH1KD tx: -0.2%; IL1B secr inh: 0.0; HT1080-NT tox: 1.0%; KB-V1 cytotox: 11.6%

How did CCOc1ccccc1C1C(C#N)=C(N)Oc2cc(N)ccc21 (stereo not drawn) do in these assays?
WRN helicase inh: -12.4%; ATXN2 expr inh: -18.3%; MCF10A rerep: 23.1µM*; KB-3-1 tox: 11.0%; SW480 rerep: inconclusive; HT1080 IDH1KD tx: -17.4%; IL1B secr inh: -1.0; HT1080-NT tox: 6.7%; KB-V1 cytotox: -6.3%

How did Cc1c(C(=O)Nc2ccncc2)sc2nc(-c3ccccc3)cn12 do in these assays?
WRN helicase inh: -7.4%; ATXN2 expr inh: -21.8%; MCF10A rerep: inconclusive; KB-3-1 tox: 5.6%; SW480 rerep: -0.1%; HT1080 IDH1KD tx: -5.8%; IL1B secr inh: 18.6; HT1080-NT tox: 1.8%; KB-V1 cytotox: 10.8%

Results for Cc1cc(C)c(OCC(=O)Nc2ccc(NC(=O)c3ccco3)cc2)c([N+](=O)[O-])c1 ?
WRN helicase inh: -21.7%[57.1 µM]; ATXN2 expr inh: 1.1%; MCF10A rerep: -8.9%; KB-3-1 tox: 7.4%; SW480 rerep: -6.4%; HT1080 IDH1KD tx: 12.3%; IL1B secr inh: 15.9; HT1080-NT tox: 0.2%; KB-V1 cytotox: 22.2%

2 records drawn at random from the list so far:
How did CCOC(=O)c1c(NC(=O)COC(=O)c2nccnc2N)sc2c1CCC2 do in these assays?
WRN helicase inh: -2.0%; ATXN2 expr inh: inconclusive; MCF10A rerep: inconclusive; KB-3-1 tox: 6.3%; SW480 rerep: -16.9%; HT1080 IDH1KD tx: -0.2%; IL1B secr inh: 0.0; HT1080-NT tox: 1.0%; KB-V1 cytotox: 11.6%

How did CCOc1ccccc1C1C(C#N)=C(N)Oc2cc(N)ccc21 (stereo not drawn) do in these assays?
WRN helicase inh: -12.4%; ATXN2 expr inh: -18.3%; MCF10A rerep: 23.1µM*; KB-3-1 tox: 11.0%; SW480 rerep: inconclusive; HT1080 IDH1KD tx: -17.4%; IL1B secr inh: -1.0; HT1080-NT tox: 6.7%; KB-V1 cytotox: -6.3%
